High-throughput results: PubChem, Broad Institute
NSD2 block: NSD2 (human) methyltransferase inhibition | inhibition, % at 12.5 µM | 44,000 compounds, 0.07% hits | NSD2-SET H3K36me1 DELFIA fluorescence, biochemical | O96028; in the data active = inhibition above about 54%, passing the limit was not always enough;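 note: inhibitors reduce the monomethyl H3K36 fluorescence signal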
Target sequence (O96028 whole entry, looked up): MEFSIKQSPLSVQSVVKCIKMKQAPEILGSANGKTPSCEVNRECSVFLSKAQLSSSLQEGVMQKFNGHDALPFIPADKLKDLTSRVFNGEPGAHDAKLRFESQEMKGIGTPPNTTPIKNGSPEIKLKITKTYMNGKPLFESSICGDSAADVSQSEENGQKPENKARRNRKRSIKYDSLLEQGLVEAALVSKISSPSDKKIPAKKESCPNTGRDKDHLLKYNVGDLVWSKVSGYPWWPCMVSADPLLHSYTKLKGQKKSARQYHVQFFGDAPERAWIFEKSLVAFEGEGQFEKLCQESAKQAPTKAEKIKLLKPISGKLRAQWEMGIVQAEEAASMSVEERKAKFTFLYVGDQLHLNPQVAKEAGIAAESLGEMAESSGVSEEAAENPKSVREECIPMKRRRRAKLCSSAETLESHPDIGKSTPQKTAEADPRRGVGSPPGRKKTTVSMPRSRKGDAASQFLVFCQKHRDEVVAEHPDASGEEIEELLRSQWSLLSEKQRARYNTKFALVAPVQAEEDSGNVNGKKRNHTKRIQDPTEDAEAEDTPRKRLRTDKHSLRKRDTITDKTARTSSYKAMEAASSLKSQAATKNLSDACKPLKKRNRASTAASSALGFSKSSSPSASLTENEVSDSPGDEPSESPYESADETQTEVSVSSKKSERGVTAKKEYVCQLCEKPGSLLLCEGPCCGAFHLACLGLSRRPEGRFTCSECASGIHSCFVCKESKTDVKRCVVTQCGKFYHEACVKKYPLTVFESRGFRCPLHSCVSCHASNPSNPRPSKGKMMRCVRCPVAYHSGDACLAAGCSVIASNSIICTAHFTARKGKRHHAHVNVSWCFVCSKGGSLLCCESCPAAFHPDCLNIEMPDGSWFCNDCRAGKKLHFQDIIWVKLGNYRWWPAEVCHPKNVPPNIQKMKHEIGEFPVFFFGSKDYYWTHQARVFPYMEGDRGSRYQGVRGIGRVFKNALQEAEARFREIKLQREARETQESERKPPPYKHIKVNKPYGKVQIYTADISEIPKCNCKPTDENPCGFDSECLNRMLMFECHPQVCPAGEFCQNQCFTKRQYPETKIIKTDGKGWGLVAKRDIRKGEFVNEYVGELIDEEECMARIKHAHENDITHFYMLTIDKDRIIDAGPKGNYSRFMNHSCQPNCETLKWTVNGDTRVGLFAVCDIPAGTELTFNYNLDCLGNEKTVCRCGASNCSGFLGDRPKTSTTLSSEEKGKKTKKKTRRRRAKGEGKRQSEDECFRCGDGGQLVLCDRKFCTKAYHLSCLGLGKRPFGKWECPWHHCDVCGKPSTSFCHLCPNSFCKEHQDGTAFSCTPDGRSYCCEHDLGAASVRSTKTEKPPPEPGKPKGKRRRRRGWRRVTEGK
Active calls of the source: *; i = inactive. The list is partial; rates above refer to the full screens.

NSD2 block	structure
3	C[C@H](CO)N1C[C@H](C)[C@H](CN(C)CC2CCCCC2)Oc2ccc(NC(=O)Cc3cn(C)c4ccccc34)cc2C1=O
-3	O=C1CCc2c(ccc3ccccc23)O1
3	CC(C)NC(=O)Nc1ccc2c(c1)C(=O)N([C@H](C)CO)C[C@H](C)[C@H](CN(C)CC1CC1)OCCCC[C@@H](C)O2
-1	C[C@H]1CN([C@@H](C)CO)C(=O)c2cccc(NC(=O)C3CCOCC3)c2O[C@@H]1CN(C)S(=O)(=O)c1cccs1
15	C[C@@H]1CN([C@@H](C)CO)C(=O)Cc2cc(NC(=O)Cc3cn(C)c4ccccc34)ccc2O[C@H]1CN(C)C(=O)NC1CCCCC1
-16	COc1ccc(CN(C)C[C@H]2Oc3ccc(NC(=O)CCN4CCOCC4)cc3CC(=O)N([C@H](C)CO)C[C@@H]2C)cc1
-2	C[C@H](CO)N1C[C@H](C)[C@H](CN(C)CC2CC2)Oc2cc(-c3cccc(F)c3)ccc2S1(=O)=O
-6	O=C(O)CCCCCCC(=O)N/N=C/c1ccc(F)cc1
5	CNC[C@H]1Oc2cc(-c3ccccc3OC)ccc2S(=O)(=O)N([C@@H](C)CO)C[C@@H]1C
3	C[C@@H]1CN([C@H](C)CO)C(=O)c2cc(C#Cc3ccccn3)cnc2O[C@H]1CN(C)Cc1cncnc1
1	CCCN(C)C[C@H]1Oc2cc(C#CCC3CCCC3)ccc2S(=O)(=O)N([C@H](C)CO)C[C@@H]1C
-1	C[C@@H]1CN([C@@H](C)CO)C(=O)c2cc(-c3ccncc3)cnc2O[C@@H]1CN(C)C(=O)c1ccncc1
1	CS(=O)(=O)Nc1ccc2c(c1)[C@@H]1C[C@H](CC(=O)NCc3cccc(F)c3)O[C@@H](CO)[C@@H]1O2
0	C[C@@H]1CN([C@H](C)CO)C(=O)c2cccc(NS(C)(=O)=O)c2O[C@@H]1CN(C)C(=O)Nc1ccccc1
-1	COc1ccc(S(=O)(=O)Nc2ccc3c(c2)C(=O)N([C@@H](C)CO)C[C@H](C)[C@@H](CN(C)S(=O)(=O)c2ccc(OC)cc2)OCCCC[C@H](C)O3)cc1
-10	CO[C@@H](CN(C)Cc1cc(F)ccc1F)[C@H](C)CN(C(=O)Nc1ccc(C(F)(F)F)cc1)[C@@H](C)CO
0	CCC(C(N)=O)c1ccccc1 (centres undefined)
-32	CC(C)NC(=O)N(C)C[C@@H]1OCCCC[C@@H](C)Oc2ccc(N(C)C)cc2C(=O)N([C@H](C)CO)C[C@H]1C
i	C[C@H](CO)N1C[C@H](C)[C@H](CN(C)S(=O)(=O)c2cccc(F)c2)Oc2ncc(C#Cc3ccc(C(F)(F)F)cc3)cc2C1=O
5	CC(=O)CC(=O)N1C(=O)N(C)[C@@]2(C)Oc3ccccc3[C@@H]1[C@H]2COC(=O)c1ccc([N+](=O)[O-])cc1
14	C[C@@H]1CCCCO[C@H](CN(C)C(=O)NC2CCCCC2)[C@H](C)CN([C@H](C)CO)C(=O)c2cc(NS(=O)(=O)c3cn(C)cn3)ccc2O1
-1	Cc1noc(C)c1S(=O)(=O)N(C)C[C@H]1OCCCC[C@H](C)Oc2ccc(NC(=O)CCC(F)(F)F)cc2C(=O)N([C@H](C)CO)C[C@H]1C
-5	C[C@@H]1CN([C@@H](C)CO)S(=O)(=O)c2ccc(C3=CCCCC3)cc2O[C@@H]1CN(C)S(C)(=O)=O
3	COc1ccc(NC(=O)Nc2ccc3c(c2)CC(=O)N([C@H](C)CO)C[C@@H](C)[C@H](CN(C)C)O3)cc1
1	C[C@@H]1CN([C@@H](C)CO)C(=O)c2cc(NS(=O)(=O)c3cn(C)cn3)ccc2O[C@H]1CN(C)CC1CCCCC1
5	COc1ccc(CN(C)C[C@H]2Oc3ccc(NC(=O)Cc4cn(C)c5ccccc45)cc3C(=O)N([C@@H](C)CO)C[C@@H]2C)cc1
0	CCCN(C)C[C@H]1OCCCC[C@@H](C)Oc2ccc(NC(=O)CCCN(C)C)cc2C(=O)N([C@H](C)CO)C[C@H]1C
-5	C[C@H](CO)N1C[C@H](C)[C@@H](CN(C)S(C)(=O)=O)OCCCC[C@H](C)Oc2ccc(NC(=O)Nc3ccc(C(F)(F)F)cc3)cc2C1=O
-1	C[C@@H]1CN([C@H](C)CO)C(=O)Cc2cc(N(C)C)ccc2O[C@H]1CN(C)Cc1ccncc1
1	Cc1ccc(S(=O)(=O)Nc2ccc3c(c2)C(=O)N([C@H](C)CO)C[C@H](C)[C@H](CN(C)S(C)(=O)=O)OCCCC[C@@H](C)O3)cc1

Arranged by value in NSD2 block (ascending): three from the list above.
NSD2 block	structure
-1	COc1ccc(S(=O)(=O)Nc2ccc3c(c2)C(=O)N([C@@H](C)CO)C[C@H](C)[C@@H](CN(C)S(=O)(=O)c2ccc(OC)cc2)OCCCC[C@H](C)O3)cc1
3	C[C@@H]1CN([C@H](C)CO)C(=O)c2cc(C#Cc3ccccn3)cnc2O[C@H]1CN(C)Cc1cncnc1
5	CC(=O)CC(=O)N1C(=O)N(C)[C@@]2(C)Oc3ccccc3[C@@H]1[C@H]2COC(=O)c1ccc([N+](=O)[O-])cc1

The main list resumes with the 6 entries that preceded the break.
NSD2 block	structure
1	C[C@@H]1CN([C@@H](C)CO)C(=O)c2cc(NS(=O)(=O)c3cn(C)cn3)ccc2O[C@H]1CN(C)CC1CCCCC1
5	COc1ccc(CN(C)C[C@H]2Oc3ccc(NC(=O)Cc4cn(C)c5ccccc45)cc3C(=O)N([C@@H](C)CO)C[C@@H]2C)cc1
0	CCCN(C)C[C@H]1OCCCC[C@@H](C)Oc2ccc(NC(=O)CCCN(C)C)cc2C(=O)N([C@H](C)CO)C[C@H]1C
-5	C[C@H](CO)N1C[C@H](C)[C@@H](CN(C)S(C)(=O)=O)OCCCC[C@H](C)Oc2ccc(NC(=O)Nc3ccc(C(F)(F)F)cc3)cc2C1=O
-1	C[C@@H]1CN([C@H](C)CO)C(=O)Cc2cc(N(C)C)ccc2O[C@H]1CN(C)Cc1ccncc1
1	Cc1ccc(S(=O)(=O)Nc2ccc3c(c2)C(=O)N([C@H](C)CO)C[C@H](C)[C@H](CN(C)S(C)(=O)=O)OCCCC[C@@H](C)O3)cc1
-2	Cc1noc(C)c1NC(=O)Nc1ccc2c(c1)C(=O)N([C@@H](C)CO)C[C@@H](C)[C@@H](CN(C)C)OCCCC[C@@H](C)O2
4	C[C@H](CO)N1C[C@H](C)[C@@H](CN(C)C)Oc2ccc(NC(=O)CCCCCC(=O)Nc3ccccc3N)cc2C1=O
0	Cc1noc(C)c1NC(=O)Nc1ccc2c(c1)C(=O)N([C@@H](C)CO)C[C@@H](C)[C@H](CN(C)C(=O)Nc1cccc3ccccc13)O2
15	CC(C)OC(=O)c1cn(Cc2c(F)cccc2F)c2sc(-c3ccc(NC(=O)C(C)C)cc3)c(CN(C)Cc3ccccc3)c2c1=O
-1	C[C@@H]1CN([C@@H](C)CO)C(=O)c2cccc(NC(=O)Nc3ccc4c(c3)OCO4)c2O[C@H]1CN(C)C
-2	CNC[C@H]1Oc2c(NS(=O)(=O)c3ccccc3)cccc2C(=O)N([C@@H](C)CO)C[C@@H]1C
-6	Cc1noc(C)c1NC(=O)N(C)C[C@@H]1Oc2ccc(NC(=O)CCC(F)(F)F)cc2CC(=O)N([C@H](C)CO)C[C@H]1C
2	CCOC(=O)C1CN(Cc2ccccc2)C(=O)C1=O (centres undefined)
4	CNC[C@@H]1Oc2ccc(NC(=O)Cc3cn(C)c4ccccc34)cc2C(=O)N([C@H](C)CO)C[C@@H]1C
-5	Cc1ccc(S(=O)(=O)Nc2ccc3c(c2)C(=O)N([C@H](C)CO)C[C@H](C)[C@H](CN(C)S(=O)(=O)c2cn(C)cn2)OCCCC[C@@H](C)O3)cc1
-5	CCCN(C)C[C@@H]1Oc2cc(-c3cccc(F)c3)ccc2S(=O)(=O)N([C@@H](C)CO)C[C@@H]1C
-14	C[C@@H]1CN([C@H](C)CO)C(=O)Cc2cc(NS(=O)(=O)c3ccc(F)cc3)ccc2O[C@H]1CN(C)C(=O)Nc1ccccc1
3	O=C(CCCCCCC(=O)NO)N=NC=C1C=CN(O)C=C1
9	C[C@@H]1CN([C@H](C)CO)C(=O)Cc2cc(NS(=O)(=O)c3cn(C)cn3)ccc2O[C@H]1CN(C)C
2	Cc1noc(C)c1NC(=O)N(C)C[C@@H]1Oc2ccc(NC(=O)c3ccncc3)cc2C(=O)N([C@H](C)CO)C[C@@H]1C
-4	C[C@H](CO)N1C[C@H](C)[C@H](CN(C)Cc2ccncc2)Oc2cc(C#CC(C)(C)O)ccc2S1(=O)=O
-4	C[C@@H]1CN([C@H](C)CO)C(=O)Cc2cc(NC(=O)Nc3ccccc3)ccc2O[C@H]1CN(C)C(=O)Nc1ccccc1
5	CCCN(C)C[C@H]1Oc2ncc(-c3ccccc3OC)cc2C(=O)N([C@H](C)CO)C[C@H]1C
3	CNC[C@H]1Oc2ccc(NS(=O)(=O)c3cn(C)cn3)cc2CC(=O)N([C@@H](C)CO)C[C@H]1C
0	C[C@@H]1CN([C@H](C)CO)S(=O)(=O)c2ccc(C#CCN(C)C)cc2O[C@@H]1CN(C)C(=O)C1CC1
-5	C[C@H]1CN([C@@H](C)CO)C(=O)c2cccc(NC(=O)Nc3ccc(F)cc3)c2O[C@H]1CN(C)C(=O)Nc1cccc2ccccc12
4	Cc1noc(C)c1NC(=O)N(C)C[C@@H]1Oc2ccc(NC(=O)Cn3cnnn3)cc2C(=O)N([C@H](C)CO)C[C@@H]1C
-1	NC(=O)C1=C[C@H](c2ccc3c(c2)OCO3)C[C@H](OCc2ccc(CO)cc2)O1
1	C[C@@H]1CN([C@H](C)CO)C(=O)CCCn2nncc2CO[C@@H]1CN(C)C(=O)CCCN(C)C
2	C[C@H]1CN([C@@H](C)CO)C(=O)c2cccc(NS(=O)(=O)c3ccc(Cl)cc3)c2O[C@@H]1CN(C)C
0	C[C@@H]1CN([C@H](C)CO)C(=O)c2cc(NC(=O)c3ccncc3)ccc2O[C@@H](C)CCCCO[C@H]1CN(C)C(=O)Nc1ccc(F)cc1
15	CCC(C)(C)C(=O)N1CCC(C(=O)OC)CC1
-9	C[C@@H]1CN([C@@H](C)CO)C(=O)Cc2cc(NC(=O)Nc3cccc4ccccc34)ccc2O[C@H]1CN(C)C(=O)Nc1cccc2ccccc12
9	CCCN(C)C[C@@H]1Oc2cc(-c3cccnc3)ccc2S(=O)(=O)N([C@@H](C)CO)C[C@@H]1C
-2	COC(=O)[C@]1(CCS(=O)(=O)c2ccccc2)N=C(c2ccc(OCCCO)cc2)O[C@@H]1c1ccccc1N=[N+]=[N-]
1	C[C@@H]1CN([C@@H](C)CO)C(=O)CCCn2cc(nn2)CO[C@@H]1CN(C)Cc1cccc2c1OCCCO2
2	COc1cccc(S(=O)(=O)Nc2ccc3c(c2)[C@H]2C[C@H](CC(=O)N(C)C)O[C@H](CO)[C@H]2O3)c1
-7	COc1cccc(NC(=O)N(C)C[C@@H]2Oc3ncc(C#Cc4ccncc4)cc3C(=O)N([C@@H](C)CO)C[C@H]2C)c1
2	CC(C)NC(=O)N(C)C[C@H]1OCCCC[C@H](C)Oc2ccc(NS(=O)(=O)c3cn(C)cn3)cc2C(=O)N([C@@H](C)CO)C[C@H]1C
15	CC(C)C12CC1C(C)(O[C@@H]1O[C@H](CO)[C@@H](O)[C@H](O)[C@H]1O)CC2=O (some centres undefined)
0	C[C@@H]1CCCCO[C@H](CN(C)S(=O)(=O)c2ccc(Cl)cc2)[C@@H](C)CN([C@H](C)CO)C(=O)c2cc(NC(=O)CCCCCC(=O)Nc3ccccc3N)ccc2O1
-2	C[C@H]1CN([C@@H](C)CO)C(=O)Cc2cc(NC(=O)Cc3ccccc3)ccc2O[C@@H]1CN(C)C(=O)Nc1ccc2c(c1)OCO2
5	C[C@H](CO)N1C[C@H](C)[C@@H](CN(C)Cc2ccc3c(c2)OCO3)Oc2ccc(NC(=O)Nc3ccc(F)cc3)cc2CC1=O
2	C[C@H]1CN([C@@H](C)CO)C(=O)c2cc(NC(=O)NC3CCCCC3)ccc2O[C@@H]1CN(C)C
-3	C[C@@H]1CN([C@@H](C)CO)C(=O)Cc2cc(NC(=O)Cc3ccccc3)ccc2O[C@@H]1CN(C)C
0	C[C@@H]1CN([C@H](C)CO)C(=O)c2cccc(NS(C)(=O)=O)c2O[C@H]1CN(C)Cc1ccc2c(c1)OCO2
-4	CC(=O)N(C)C[C@H]1Oc2ncc(-c3ccccc3C)cc2C(=O)N([C@@H](C)CO)C[C@H]1C
-4	CCC(C)C(=O)OCC1(c2ccc(C)cc2OC(=O)C(C)C)CO1 (centres undefined)
6	CC(C)NC(=O)N(C)C[C@H]1Oc2cc(C#C[C@H](C)O)ccc2S(=O)(=O)N([C@@H](C)CO)C[C@@H]1C
3	C[C@H](CO)N1C[C@H](C)[C@@H](CN(C)S(=O)(=O)c2ccccc2)Oc2ncc(/C=C/c3ccccc3)cc2C1=O
-100	COc1ccc(S(=O)(=O)N(C)C[C@@H]2Oc3ccc(NS(=O)(=O)c4cn(C)cn4)cc3CC(=O)N([C@H](C)CO)C[C@@H]2C)cc1
-3	CC(C)n1cnc2c(NCc3ccccc3)nc(NCCO)nc21
-2	C[C@@H]1CN([C@@H](C)CO)C(=O)Cc2cc(NC(=O)Nc3ccccc3)ccc2O[C@@H]1CN(C)Cc1ccc(-c2ccccc2)cc1
0	CCC(=O)N(C)C[C@@H]1Oc2ncc(-c3ccccc3OC)cc2C(=O)N([C@@H](C)CO)C[C@H]1C
-3	COc1ccc(NC(=O)N(C)C[C@@H]2Oc3ccc(NC(=O)CCCCCC(=O)Nc4ccccc4N)cc3C(=O)N([C@H](C)CO)C[C@H]2C)cc1
1	COc1ccc(CN(C)C[C@H]2Oc3ccc(NC(=O)Nc4ccc(F)cc4)cc3C(=O)N([C@@H](C)CO)C[C@@H]2C)cc1
-3	O=C(Nc1ccccc1)C1=C[C@H](c2ccc(C(F)(F)F)cc2)C[C@H](OCc2ccc(CO)cc2)O1
0	COc1ccc(S(=O)(=O)Nc2cccc3c2O[C@@H](CN(C)Cc2ccc(C(=O)O)cc2)[C@H](C)CN([C@@H](C)CO)C3=O)cc1
